# Screening data (PubChem BioAssay)
# GLP1R inv ag: GLP-1 receptor (human) inverse agonism. AID 624417. HEK293 GLP-1R CRE-luciferase, luminescence, 24 h; GLP-1R form is constitutively active. 410,000 compounds, 1.6% hits. Potency, µM (highest dose often 38.3 µM), inactives show at the highest dose activity change, negative = inhibition, most hits filed as inhibitors; note: potency is the fitted concentration of half-maximal effect; % is set by controls: 0 for no effect and ±100 for the full control effect; nearly all actives have a fitted effect of over 55% in size
#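 Seeding at 200 cells/uL, 12 h culture, 24 hr compound treatment, then luciferase reagent and a luminescence read; cells are HEK293 stably expressing a constitutively active GLP-1R plus cAMP-responsive luciferase.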
# EPAC1 antag: blocks human EPAC1 exchange factor. Potency, µM (titrated, usually from 115 µM), for the others: top-dose activity change, negative = inhibition, usual class: inhibitors. EPAC1 GEF assay, Rap1b-BODIPY-GDP exchange fluorescence. 360,000 compounds, 0.14% hits. O95398;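 note: potency is the fitted concentration of half-maximal effect; plate controls were vehicle for no effect and positive control for full effect; nearly all actives have a fitted effect of over 50% in size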
# IL-2 act: activators of IL-2. activation, % (series mostly up to about 46 µM). IL-2 activation reporter assay, cell-based qHTS; stimulated with anti-CD3/CD4/CD28 beads; in transgenic mouse T cells. 360,000 compounds, 0.065% hits; in the data active = activation above about 50%; inconclusive = mostly about 30% to 49%; note: 0% is about no effect
#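 Unstimulated transgenic mouse T cells preincubated 60 min with compound, then stimulated with anti-CD3/anti-CD4-coated beads plus anti-CD28 for 18 h at 37 degrees C. IL-2 response read as EGFP and DsRed fluorescence by plate cytometry.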
# EPAC1 agonist: EPAC1 (human) agonism; EPAC1 agonist qHTS, biochemical assay; response scale: 100% = response to 6.5 mM cAMP; AID 720707; 360,000 compounds, 0.073% hits; Potency, µM (highest dose often 154 µM), for the others: at the highest dose activation, hits mostly activators; note: potency is the fitted concentration of half-maximal effect; nearly all actives have a fitted effect of over 60% in size
#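 EPAC1 100 nM, Rap1B–BODIPY-GDP 250 nM, unlabeled GDP 50 uM; compound titration; 5 min RT; kinetic read ex480/em540 at 5-min intervals ×30 min; data normalized to 6.5 mM cAMP agonist control.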
# PLK1 PBD inh: blocks phosphopeptide binding to human PLK1 polo-box domain | 360,000 compounds, 2.8% hits | Plk1 PBD binding of FITC phosphopeptide, fluorescence polarization | P53350 | Potency, µM, for the others: max response, negative = inhibition, hits mostly inhibitors; note: potency is the fitted concentration of half-maximal effect; series mostly up to about 57 µM; % is set by controls: 0 for no effect and ±100 for the full control effect; nearly all actives have a fitted effect of over 65% in size
# PTHR1 ag: activates the human parathyroid hormone receptor PTHR1 | HEK293 GP2 PTHR1 cells, GloSensor cAMP luminescence, 1 h | Potency, µM (top dose mostly 115 µM), without a hit: at the highest dose activation, most hits filed as activators | 410,000 compounds, 0.075% hits; note: potency is the fitted concentration of half-maximal effect; nearly all actives have a fitted effect of over 55% in size; some results filed as inactive show a strong effect at the top dose; inactives centre near -15; many of its hits are not listed in these tables
# Target sequence (Q03431 whole entry, looked up): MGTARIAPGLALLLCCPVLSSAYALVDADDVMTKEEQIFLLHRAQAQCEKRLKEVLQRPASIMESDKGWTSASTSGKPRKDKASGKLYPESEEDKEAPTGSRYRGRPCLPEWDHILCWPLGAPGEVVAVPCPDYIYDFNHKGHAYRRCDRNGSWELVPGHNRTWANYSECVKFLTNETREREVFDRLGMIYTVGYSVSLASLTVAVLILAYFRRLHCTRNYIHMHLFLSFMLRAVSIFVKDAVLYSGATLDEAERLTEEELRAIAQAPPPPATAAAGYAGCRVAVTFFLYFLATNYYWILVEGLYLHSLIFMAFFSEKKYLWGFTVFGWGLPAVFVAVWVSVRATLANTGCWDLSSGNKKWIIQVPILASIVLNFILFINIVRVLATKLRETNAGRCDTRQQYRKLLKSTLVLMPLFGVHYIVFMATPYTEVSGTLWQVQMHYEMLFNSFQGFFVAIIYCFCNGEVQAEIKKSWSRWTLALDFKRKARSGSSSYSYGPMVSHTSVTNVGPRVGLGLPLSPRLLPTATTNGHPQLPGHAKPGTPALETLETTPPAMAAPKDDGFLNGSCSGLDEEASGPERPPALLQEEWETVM
#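 HEK-293-derived GP2 cells expressing PTHR1 and a GloSensor cAMP reporter, 3,000/well, plated overnight, given luciferin plus IBMX (each 0.5 mM as added) for 1 h at 37 °C, then compound for 1 h at 37 °C. Luminescence was read after 15 min at room temperature.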
# PI5P4K alpha inh: inhibitors of human PI5P4K alpha. P48426. PI5P4Kalpha enzyme, ADP-Glo luminescence, 60 min; stronger effect = lower value. max response, %. 330,000 compounds, 1.2% hits; active = max response of -50% or lower; inconclusive = between -30% and -50%; inactive = -30% or higher; note: value at the top dose of about 77 µM; % is set by controls: 0 for no effect and ±100 for the full control effect
# Target sequence (P48426 whole entry, looked up): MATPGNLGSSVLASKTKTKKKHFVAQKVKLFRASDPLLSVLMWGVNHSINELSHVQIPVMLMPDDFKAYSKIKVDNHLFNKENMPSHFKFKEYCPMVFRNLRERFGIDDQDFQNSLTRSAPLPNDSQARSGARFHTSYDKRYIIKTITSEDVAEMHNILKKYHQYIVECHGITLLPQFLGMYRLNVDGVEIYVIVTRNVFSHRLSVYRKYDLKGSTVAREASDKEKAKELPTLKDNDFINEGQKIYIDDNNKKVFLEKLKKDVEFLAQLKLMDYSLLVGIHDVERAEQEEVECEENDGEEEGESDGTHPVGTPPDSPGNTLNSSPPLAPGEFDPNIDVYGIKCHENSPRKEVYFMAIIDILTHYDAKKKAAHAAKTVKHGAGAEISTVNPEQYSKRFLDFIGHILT
#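 Quantitative HTS of the MLSMR library against PI5P4Kalpha with substrate. ATP added last at 5 microM final; room temperature, 60 minutes. Remaining ATP depleted, ADP converted and read as luminescence.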
# GLP1R cytotox: cytotoxic in the GLP-1 receptor inverse agonist counter-screen; Potency, µM (titrated, usually from 38.3 µM), for inactives: at the top dose activity change, negative = inhibition, usual class: inhibitors; 410,000 compounds, 0.13% hits; HEK293 cAMP-luciferase reporter cells, luminescence, 24 h; AID 624418;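 note: loss of luciferase light is scored as toxicity; potency is the fitted concentration of half-maximal effect; % is set by controls: 0 for no effect and ±100 for the full control effect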
#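 Cells in DMEM/10% Nu serum/1% pen-strep, 1536-well format. Pre-incubated 12 h, dosed with 23 nL compound, incubated a further 24 h. Luciferase detection, 12 min at room temp, luminescence.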
# GLP-1R agonist: activates the human GLP-1 receptor. 380,000 compounds, 0.007% hits. AID 624172. P43220. HEK293 GLP-1R CRE-luciferase, luminescence, 4-6 h; cells express a hypersensitive GLP-1R form. Potency, µM (titrated, usually from 45.6 µM), without a hit: at the top dose activation, usual class: activators; note: potency is the fitted concentration of half-maximal effect; % of control where 0% means no effect
# An asterisk follows results filed as active; i = inactive; ? = inconclusive; . = not tested or not shown; [ ] = remark or other dose. Unless noted, calls come from the whole dose curve; as a rule, active = well fitted curve in the direction sought with a large enough effect; inconclusive = small, poorly fitted or top-dose-only effect, or another doubt; inactive = no such curve, though single readings can be large; an effect the other way counts as inactive or inconclusive. An excerpt (hit frequency here may not be typical).
smiles,GLP1R inv ag,EPAC1 antag,IL-2 act,EPAC1 agonist,PLK1 PBD inh,PTHR1 ag,PI5P4K alpha inh,GLP1R cytotox,GLP-1R agonist
COc1ccccc1-c1cc(C(=O)Nc2sc3c(c2C#N)CCC(C)C3)c2ccccc2n1 (stereo not drawn),105%[activator],5%,-0.3,-1%,27µM*,i,-6,-3%,-5%
OCC[C@H]1C[C@H](O)[C@@H](O)[C@]2(CCCO2)O1,5%,-26%,-0.3,1%,-9%,-14%,-1,?,5%
O=C(COC(=O)c1ccc([N+](=O)[O-])o1)Nc1ccc(N2CCOCC2)cc1,21%,-28%,0.2,-1%,-9%,-5%,-2,-1%,-1%
O=C(CC1C(=O)NCCN1C(=O)c1ccc(F)cc1)OCc1ccccc1 (stereo not drawn),3%,6%,-0.6,-3%,-2%,-4%[57.5 µM],-6,0%,0%
COC(=O)c1sc(NC(=O)c2cc(C)on2)nc1C,13%,-7%,-0.1,4%,-7%,-15%,3,-5%,-1%
N#CCCN1CCN(S(=O)(=O)c2ccc(S(=O)(=O)NCC3CCCO3)cc2)CC1 (stereo not drawn),17%,-14%,-3.4,-4%,-3%,-1%,-8,18%,-1%
CN(C)S(=O)(=O)c1ccc(NC(=O)c2ccc(Br)o2)cc1,0%,1%,1.6,-4%,-9%,i,.,-13%,4%
CC(C)(C)NC(=O)C(c1ccc(O)cc1)N(Cc1ccco1)C(=O)Cn1nnc(-c2cccs2)n1 (stereo not drawn),0%,-9%,-1.1,7%,-1%,3%[57.5 µM],.,?,-1%
COc1ccc(N2CCN(C(=O)COC(=O)[C@@H](NC(=O)c3ccccc3Cl)C(C)C)CC2)cc1,-22%,12%,1.4,9%,3%,i,1,-11%,11%
COc1ccccc1N1CCN(C(=O)c2nn(-c3ccccc3OC)c(=O)c3ccccc23)CC1,-26%,-4%,0.2,11%,-7%,-3%,2,-4%,1%
O=S(=O)(Nc1c(S(=O)(=O)c2ccccc2)c2nc3ccccc3nc2n1C1CCCCC1)c1ccccc1,0%,40µM*,2.3,4%,4.2µM*,-29%,-2,-7%,-3%
CC(C)(C)CN1C(N)=NC[C@H]1Cc1ccc(O)cc1,-3%,-13%,-0.2,-20%,-7%,i,-6,-8%,1%
COc1ccc(-c2cccc(NC(=O)COc3ccc(Cl)cc3)c2)nn1,?,-19%,-0.9,8%,-8%,-15%,4,-5%,14%
COc1ccc(Oc2nc(C)nc3c2oc2ccccc23)cc1,-29%,-16%,0.6,29%,-1%,-43%[inhibitor],14,3%,15%
CCOC(=O)NC(NCc1ccccc1)(C(F)(F)F)C(F)(F)F,0%,17%,-0.8,-16%,2%,-74%[inhibitor],3,3%[1.53 µM],1%
Cc1nc(/N=C\N(C)C)sc1C(=O)Nc1ccccc1,0%,8%,-3.9,-2%,-1%,i,.,6%,12%
CCOC(=O)Cn1c(=O)n(CC2CCCO2)c2nc(-c3cccc(C)c3)nc(C(N)=O)c21 (stereo not drawn),-20%,.,.,.,.,i,.,6%,-3%
Cc1ccc(C(=O)N2CCN(C(=O)c3ccco3)CC2)cc1NC(=O)c1ccco1,-1%,-6%,0.5,-6%,-4%,-5%,-9,0%,8%
Cc1cccc(NC(=O)CSc2nncn2C)c1,12%,.,.,.,.,i,.,7%,-3%
CCOc1ccccc1CN1CCNC(=O)C1CC(=O)N(C)Cc1cnccn1 (stereo not drawn),-7%,-11%,0.8,-8%,3%,i,1,-1%,0%
C#CCN(C[C@@H]1[C@@H](OC(=O)NCc2ccco2)[C@@H](OC(=O)NCc2ccco2)Cn2c(=O)n(CCCCCC)c(=O)n21)S(=O)(=O)c1ccc(C)cc1,?,-4%,0.0,4%,?,-36%[inhibitor],-7,0%,-3%
COc1ccc2nc(C)cc(SCC(=O)N/N=C/c3ccco3)c2c1,-33%,-7%,1.3,-4%,-13%,-4%,5,-1%,7%
Cc1ccc(NC(=O)[C@H](Cc2ccccc2)N2Cc3ccccc3C2=O)cc1F,11%,.,.,.,.,i,.,8%,0%
CCOC(=O)C(C)Oc1ccc2c(-c3cccc([N+](=O)[O-])c3)cc(=O)oc2c1 (stereo not drawn),2%,16%,-4.1,4%,-5%,-57%[inhibitor],1,2%,8%
COc1ccc(NC(=O)c2c(N)no[n+]2[O-])c(OC)c1,0%[7.66 µM],-13%,0.8,-6%,-5%,-8%,-3,4%[7.66 µM],-2%
O=C(c1ccc2c(=O)n3c(nc2c1)CCCCC3)N1CCN(c2ccccc2F)CC1,?,-3%,-3.3,-6%,-17%,i,0,-8%,4%
COc1ccc(CNC(=O)c2c[nH]c3ccccc3c2=O)cc1,43%[activator],-13%,0.3,-4%,-6%,-37%[inhibitor],-3,7%,7%
Cc1csc(NC(=O)CSc2nnc(-c3ccoc3C)n2CCc2ccccc2)n1,?,-9%,-0.6,-6%,-8%,i,2,-16%,8%
CCOC(=O)C1CCN(C(=S)Nc2ccc(Cl)cc2C)CC1,?,5%,-2.0,1%,-3%,0%,3,1%,4%
CC(NC(=O)Cc1ccc(NS(=O)(=O)c2cccc(C(F)(F)F)c2)cc1)c1ccccn1 (stereo not drawn),1%,-11%,-2.6,1%,-9%,-17%,4,0%,5%
CCOc1ccc(N2CC(C(=O)N3CC(C)OC(C)C3)CC2=O)cc1 (stereo not drawn),7%,-14%,-1.0,5%,-5%,i,-7,8%,1%
CC(=O)NC(Cc1c[nH]c2ccccc12)C(=O)NCc1ccc2c(c1)OCO2 (stereo not drawn),-5%,2%,0.0,9%,-1%,-23%,.,2%,-2%
CCOC(=O)c1ccc(NC(=O)c2nc[nH]c2C(=O)N[C@@H](Cc2ccccc2)C(=O)OC(C)(C)C)cc1,17%,13%,-0.9,-4%,1%,-19%,3,2%,-1%
O=C(COC(=O)Cc1ccccc1F)Nc1cccc(S(=O)(=O)NC2=NCCCCC2)c1,11%,4%,-3.9,-5%,-15%,-11%,-4,14%,7%
O=[N+]([O-])c1cccc(CN2CCCCCC2)c1,1%,-12%,-0.4,6%,-1%,i,2,2%,12%
O=C(CS(=O)(=O)c1ccccc1)Nc1ccc(N2CCOCC2)cc1,1%,-1%,1.5,-3%,-9%,9%,-2,7%,1%
COc1ccc(C(=O)Nc2ccc(C(=O)c3ccccc3)cc2)cc1,-35%,3%,-3.8,-4%,-2%,-23%,-4,4%,12%
COc1ccc(NC(=S)N(Cc2ccccn2)Cc2ccccc2Cl)cc1,11%,2%,-0.3,13%,?,i,-5,1%,9%
c1ccc(Cc2noc(CN3CCCN(C4Cc5ccccc5C4)CC3)n2)cc1,?,-9%,-0.8,-5%,2%,-12%,-3,-14%,-3%
O=c1c(/C=N/N2CCOCC2)c(C(F)(F)F)[nH]n1-c1ccccc1,-6%,-19%,-5.3,-3%,0%,-4%,4,5%,-7%
FC(F)(F)C1=Nc2cccc3cccc(c23)N1,13%,?,-1.3,-26%,7.5µM*,-20%,-82*,-11%,-32%[inhibitor]
CSc1nnc(C)c(/C=C/NOCc2cccc(F)c2)n1,7%,5%,-1.0,5%,0%,i,-1,-1%,9%
CSc1cccc(NC(=O)CCCOc2cc(=O)n(C)c3ccccc23)c1,13%,7%,0.4,0%,-9%,?,-8,-7%,7%
Cc1cc(-c2nc3cc(F)ccc3s2)ccc1N,?,-6%,-4.3,11%,-11%,-92%[inhibitor],42,88%[activator],-6%
COc1c(Cl)ccc(Cl)c1C(=O)NCc1ccco1,-9%,11%,-1.4,-6%,-3%,i,2,13%,1%
COc1ccc(NC(=O)c2sc(=O)n(Cc3ccc4ccccc4c3)c2C)cc1OC,?,-16%,0.3,0%,1%,i,?,-2%,4%
C=CCN(c1ccc(C(=O)Nc2cccc([N+](=O)[O-])c2)cc1)S(C)(=O)=O,9%,9%,0.8,5%,-24%,-27%,-14,-8%,7%
CCOC(=O)c1sc(NC(=O)c2c(CC)noc2C)nc1C,13%,-11%,0.5,3%,-5%,-15%,1,-4%,1%
O=C1CC(c2cccc(Cl)c2)CC(O)=C1C=NC1CCCC1 (stereo not drawn),-12%,-9%,-2.1,-1%,-5%,-5%,-6,-5%,-2%
CC(C)(C)C(=O)Nc1cc(C(F)(F)F)ccc1-n1ccnc1,-25%,7%,-3.4,-1%,-9%,?,2,-11%,17%

# 3 entries already listed, sorted by molar mass, rising:
smiles,GLP1R inv ag,EPAC1 antag,IL-2 act,EPAC1 agonist,PLK1 PBD inh,PTHR1 ag,PI5P4K alpha inh,GLP1R cytotox,GLP-1R agonist
Cc1cc(-c2nc3cc(F)ccc3s2)ccc1N,?,-6%,-4.3,11%,-11%,-92%[inhibitor],42,88%[activator],-6%
CCOC(=O)c1sc(NC(=O)c2c(CC)noc2C)nc1C,13%,-11%,0.5,3%,-5%,-15%,1,-4%,1%
O=C(CS(=O)(=O)c1ccccc1)Nc1ccc(N2CCOCC2)cc1,1%,-1%,1.5,-3%,-9%,9%,-2,7%,1%

# New compounds follow:
smiles,GLP1R inv ag,EPAC1 antag,IL-2 act,EPAC1 agonist,PLK1 PBD inh,PTHR1 ag,PI5P4K alpha inh,GLP1R cytotox,GLP-1R agonist
NC(=O)C1(N2CCCCC2)CCN(C2CC(=O)N(Cc3cccs3)C2=O)CC1 (stereo not drawn),-12%,8%,-1.5,0%,-11%,i,2,2%,-1%
O=C(COc1ccccc1Cl)NCCC1=CCCCC1,?,-24%,0.4,-9%,2%,-21%,16,4%,8%
CC1CCCCC1NC(=O)CN1c2cccc3cccc(c23)S1(=O)=O (stereo not drawn),-14%,-16%,3.2,-4%,3%,-74%[inhibitor],-18,3%,-2%
O=C(CN(Cc1ccccc1Cl)C(=O)c1csnn1)NC1CCCC1,?,-1%,-2.9,-9%,2%,-20%,-3,-19%,3%
CC(=O)NC(c1ccc(F)c(F)c1)c1nc(-c2cccc(C(C)C)c2)cs1 (stereo not drawn),?,-21%,0.9,-22%,2%,i,28,3%,?
